Compound activity deposited in PubChem by Broad Institute.
RAD54 branch: inhibitors of human RAD54 branch migration, primary screen, biochemical, fluorescence, single point | actives 0.14% (n = 360,000) | AID 602329, 2012 | inhibition, % at 10.4 µM | DNA repair and recombination protein RAD54-like (Homo sapiens), Q92698 | RAD54 Holliday junction branch migration, FAM/BHQ fluorescence;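 active = mean normalized replicate activity at least 40 and at least half of replicates scoring 40 or more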;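 also: 0% = median of neutral control wells and 100% = median of positive control wells; inhibitors cause a drop in the FAM fluorescence signal; in these data hits start at about 50%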
ARNT TACC3 PPI: disruptors of ARNT/TACC3 protein interaction, primary screen, biochemical, AlphaScreen, single concentration | Transforming acidic coiled-coil-containing protein 3 (Homo sapiens), Q9Y6A5 | AID 623870, 2012 | inhibition, % at 9.99 µM | AlphaScreen His-ARNT PAS-B/GST-TACC3 binding, luminescence; TACC3 fragment carries E629A point mutation | actives 0.66% (n = 390,000);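 active = mean inhibition of replicates at least 50% and at least half of replicates each reaching 50%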;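 also: 0% = complete ARNT plus TACC3 wells and 100% = ARNT alone without TACC3; many hits fall short of the cut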
PglD DTNB: C. jejuni PglD acetyltransferase inhibitors, primary screen, biochemical, DTNB colorimetric, single point | UDP-N-acetylbacillosamine N-acetyltransferase PglD (Campylobacter jejuni) | actives 0.098% (n = 360,000) | inhibition, % at 12.5 µM | purified PglD enzyme, DTNB colorimetric CoA detection; in the data active = inhibition above about 16%, passing the limit was not always enough; also: strong numbers were not always called active
esBAF inh: Bmi1 luciferase reporter increase in mESCs, primary screen, esBAF inhibitor project, mouse ES cells, Bmi1 luciferase knock-in, single point; actives 2% (n = 350,000); AID 602393, 2012; 24 h; 100% = twice the neutral-well signal; reporter increase, % at 12.5 µM; in the data active = activation above about 40%;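 also: 0% = median of the plate's neutral control wells and 100% = double that signal; a rise in the Bmi1 reporter signal indicates esBAF inhibition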
Casp6 inh: human caspase-6 inhibitors, primary screen, biochemical, VEID-R110 fluorescence, single point, set 2. P55212. purified caspase-6, Z-VEID-R110 cleavage fluorescence. inhibition, % at 12.5 µM. actives 0.53% (n = 350,000);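 active = mean inhibition across replicates at least about 35%, with every replicate also reaching that limit, limit read from the data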;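 also: 0% = median of neutral control wells and 100% = no fluorescence left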
Target sequence (P55212 24-179 limits assumed): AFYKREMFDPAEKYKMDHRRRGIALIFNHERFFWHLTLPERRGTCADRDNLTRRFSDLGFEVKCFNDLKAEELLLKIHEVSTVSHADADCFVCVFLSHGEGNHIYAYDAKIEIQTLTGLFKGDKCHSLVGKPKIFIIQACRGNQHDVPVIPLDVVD
Target sequence (P55212 194-293 limits assumed): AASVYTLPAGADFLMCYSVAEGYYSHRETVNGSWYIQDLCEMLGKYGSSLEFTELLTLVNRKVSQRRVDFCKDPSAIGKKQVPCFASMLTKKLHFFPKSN
ERp5 inh: inhibitors of ERp5-driven insulin aggregation, primary screen, biochemical, turbidity, absorbance 650 nm, single point. Protein disulfide-isomerase A6 (Homo sapiens), Q15084. 90 min. inhibition, % at 9.99 µM. actives 0.05% (n = 350,000);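 active = mean replicate inhibition above about 25%, with every replicate also reaching it, limit read from the data, passing the limit was not always enough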
E-sel inducer: E-selectin induction in HUVECs, primary screen, imaging, HUVEC, immunofluorescence imaging, single point; normalized: neutral wells 0, TNF-alpha wells 100; actives 0.37% (n = 260,000); activation, % at 7.58 µM; P16581;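 active = mean E-selectin-positive cell signal at least 10% of the positive control, reached in at least 60% of replicates, without over 20% cell loss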;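 also: in these data hits start at about 27%; measured in HUVEC primary endothelial cells; signal is the percent of cells scored E-selectin positive by PE staining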
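Test system: HUVEC | Signal: Immunofluorescence imaging | Read-out: Percent E-selectin-positive cells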
RAD52 inh: RAD52 DNA annealing inhibitors, primary screen, biochemical, FRET, single point, set 2. DNA repair protein RAD52 homolog (Homo sapiens), P43351. recombinant RAD52 DNA annealing, FRET fluorescence. inhibition, % at 18.7 µM. actives 0.46% (n = 360,000);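 active = every replicate showing at least 50% inhibition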
Target sequence (P43351 whole entry, looked up): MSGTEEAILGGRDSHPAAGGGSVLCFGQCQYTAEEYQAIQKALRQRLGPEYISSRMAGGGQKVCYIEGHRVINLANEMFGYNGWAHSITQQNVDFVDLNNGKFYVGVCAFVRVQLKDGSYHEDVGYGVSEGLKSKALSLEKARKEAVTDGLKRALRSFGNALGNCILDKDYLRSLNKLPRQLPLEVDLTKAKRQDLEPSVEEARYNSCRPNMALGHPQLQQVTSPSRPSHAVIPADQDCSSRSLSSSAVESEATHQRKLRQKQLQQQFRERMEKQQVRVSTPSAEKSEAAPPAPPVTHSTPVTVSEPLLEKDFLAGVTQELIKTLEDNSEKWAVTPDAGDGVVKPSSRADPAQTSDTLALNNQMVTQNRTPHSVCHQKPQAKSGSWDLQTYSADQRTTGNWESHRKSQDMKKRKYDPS
Numbers without * were called inactive; . = no result given.

SMILES	RAD54 branch	ARNT TACC3 PPI	PglD DTNB	esBAF inh	Casp6 inh	ERp5 inh	E-sel inducer	RAD52 inh
Cc1cccc2c1OCC/C2=N\NC(=O)COc1ccccc1	.	-8	.	.	-3	4	.	-9
CC1(C(=O)NS(=O)(=O)C2CC2)CCCN(C(=O)COCc2ccccc2)C1 (stereo unspecified)	11	.	-3	0	-3	8	0.1	-9
CCCCN(C(=O)CNC(=O)c1ccco1)C(C(=O)NC1CCCCC1)c1cccnc1 (stereo unspecified)	0	-3	-2	-3	3	0	.	-5
N#Cc1cccc(-c2ccc3c(c2)[C@@H]2[C@@H](CCN2C(=O)CN2CCOCC2)[C@@H](CO)N3)c1	6	1	5	5	.	.	-0.2	.
O=C(COc1ccc(F)cc1)Nc1ccc2c(c1)OCCO2	0	.	-178	.	-2	1	-1.6	-21
CC(C)C(=O)N(Cc1cc(=O)[nH]c2ccccc12)c1ccccc1	3	2	-2	-2	.	.	.	.
O=S(=O)(c1ccc(F)cc1)N1CC[C@@H]2[C@H]1c1cc(Br)ccc1N[C@@H]2CO	4	-1	0	0	3	9	0.3	-44
CN1C(=O)c2cc(NC(=O)C3CCC3)ccc2OC[C@H]2O[C@@H](CC(=O)NCCc3ccncc3)CC[C@@H]21	.	.	.	.	-1	2	0.1	-4
COCCN=C1OC(=O)N2C(=O)C3=C4[C@@H](C[C@H]5C(=O)N(c6ccccc6)C(=O)[C@H]5[C@H]4[C@@]12Cc1ccccc1)[C@H]1C(=O)N(c2ccccc2)C(=O)[C@H]1[C@H]3C	-6	.	8	-3	.	5	-0.7	-27
COc1ccc(C(=O)Nc2ccc(NC(=O)Cc3ccccc3)cn2)cc1	0	-1	-2	7	-1	1	.	-9
O=C(Nc1ccccc1Oc1ccccc1)c1cccs1	-6	-24	-2	-8	-1	0	0.5	-12
O=C(NCCCN1CCOCC1)[C@H]1[C@H](CO)[C@H]2Cn3c(ccc(C4=CCCCC4)c3=O)[C@@H]1N2	-2	3	-4	-1	1	4	0.3	-3
Cc1cc(OC(C)C(=O)NCCc2c[nH]c3ccccc23)c2c(C)cc(=O)oc2c1 (stereo unspecified)	-4	2	-2	8	0	-5	.	-11
c1coc(-c2nc(-c3ccco3)c(-c3ccco3)nc2-c2ccco2)c1	4	-12	-3	-2	.	.	.	.
O=C(C[C@@H]1C[C@H]2c3cc(NC(=O)NC4CCCCC4)ccc3O[C@H]2[C@H](CO)O1)NCc1cccnc1	1	1	0	6	-1	-5	0.0	-2
CCNc1nc(NCC)n2c(SCC(=O)Nc3ccccc3C(F)(F)F)nnc2n1	-6	-6	1	-1	20	5	0.6	-1
Clc1ccc2nc(-c3cccc(SC4CCCCC4)c3)c(NCc3ccccc3)n2c1	-3	0	-3	2	-9	-1	0.0	-8
Cc1ccc(Nc2nnc(SCC(=O)NCCN3C(=O)CSC3=O)s2)cc1C	-8	-1	-1	.	2	-1	0.2	-36
COc1cccc(S(=O)(=O)N2CC3(CCN(C)CC3)c3c([nH]c4cc(OC)ccc34)[C@H]2CO)c1	.	.	.	.	0	-3	-0.4	12
O=C(CCc1c[nH]c2ccccc12)N1CCN(c2ccc(F)cc2)CC1	-1	-10	-2	2	6	5	-1.5	-7
O=C(NCCc1ccc(C(F)(F)F)cc1)C1CC(=O)N(Cc2ccccc2)C1 (stereo unspecified)	-5	-10	-4	-1	-1	-1	-0.1	-7
CN1c2ccc(-c3ccccc3)cc2[C@@H]2[C@@H](CCN2C(=O)c2ccc3c(c2)OCO3)[C@H]1CO	-1	14	0	1	-2	-1	0.6	-1
Cc1ccc2c(Cl)cc(Cl)c(O)c2n1	.	.	.	-22	0	1	0.0	-5
COc1ccccc1S(=O)(=O)N[C@H]1CC[C@@H](CCNC(=O)C2CC2)O[C@H]1CO	-3	-9	-1	0	0	-11	-0.3	8
CCc1ccc(NC(=O)CSc2nc3ccccc3nc2N2CCCC2)cc1	2	-4	3	18	-3	4	.	-47

Some of the entries so far, as labelled records:
N#Cc1cccc(-c2ccc3c(c2)[C@@H]2[C@@H](CCN2C(=O)CN2CCOCC2)[C@@H](CO)N3)c1
  RAD54 branch: 6
  ARNT TACC3 PPI: 1
  PglD DTNB: 5
  esBAF inh: 5
  Casp6 inh: .
  ERp5 inh: .
  E-sel inducer: -0.2
  RAD52 inh: .
O=C(NCCCN1CCOCC1)[C@H]1[C@H](CO)[C@H]2Cn3c(ccc(C4=CCCCC4)c3=O)[C@@H]1N2
  RAD54 branch: -2
  ARNT TACC3 PPI: 3
  PglD DTNB: -4
  esBAF inh: -1
  Casp6 inh: 1
  ERp5 inh: 4
  E-sel inducer: 0.3
  RAD52 inh: -3
O=C(CCc1c[nH]c2ccccc12)N1CCN(c2ccc(F)cc2)CC1
  RAD54 branch: -1
  ARNT TACC3 PPI: -10
  PglD DTNB: -2
  esBAF inh: 2
  Casp6 inh: 6
  ERp5 inh: 5
  E-sel inducer: -1.5
  RAD52 inh: -7

Following part:
SMILES	RAD54 branch	ARNT TACC3 PPI	PglD DTNB	esBAF inh	Casp6 inh	ERp5 inh	E-sel inducer	RAD52 inh
Cn1c(CNC(=O)c2ccc3c(c2)OCO3)nnc1SCC(=O)Nc1ccc(F)cc1	7	-6	-2	1	2	0	.	-8
CC(C)C(C(=O)NC1CCCCC1)N(CC1CCCO1)C(=O)CNS(=O)(=O)c1ccc(F)cc1 (stereo unspecified)	-2	-1	-4	-1	.	.	.	.
Oc1ccc(CN2CCN(c3ncccn3)CC2)cc1	0	-3	-5	-1	-2	0	.	2
CC(C)CN1C(=O)c2ccc(C(=O)Nc3ccncc3)cc2C1=O	16	2	-2	4	9	1	.	-8
Cc1noc(C)c1C(=O)OCC(=O)NCCc1ccccc1	-2	-1	4	-3	2	2	-0.2	0
COc1ccc(C2CC2/C(C)=N/OC(=O)C2CC2)cc1 (stereo unspecified)	1	.	3	2	1	-4	.	2
CCC(=O)N1[C@H](CO)[C@H](c2ccccc2)[C@@H]1CN(C(C)C)S(C)(=O)=O	-6	-7	0	0	1	0	0.0	6
COc1ccc(N2CCN(C(=O)COC(=O)CCOc3cc(C)ccc3C)CC2)cc1	12	4	2	1	2	-1	.	-2
Cc1cc(C)cc(CC(=O)N2CCC2(C)C(=O)NS(=O)(=O)c2ccc(Br)cc2)c1 (stereo unspecified)	-12	.	-2	15	1	-1	-0.2	-10
COCC#Cc1ccc([C@@H]2[C@H](C#N)N(C(=O)c3cccnc3)[C@H]2CO)cc1	-2	-8	0	-1	0	4	1.0	-17
Cc1cn([C@H]2C[C@H](O)[C@@H](CNC(=O)CNC(=O)CN)O2)c(=O)[nH]c1=O	1	.	-4	-2	5	3	-0.1	-7
CC(=O)N1c2ccc(S(=O)(=O)N3CCC(C(=O)NCc4ccccc4Cl)CC3)cc2CC1C (stereo unspecified)	-6	-4	-5	-1	3	1	.	-12
CCCNC(=O)N(C)C[C@@H]1Oc2ncc(C#Cc3ccccc3F)cc2C(=O)N([C@H](C)CO)C[C@H]1C	11	-9	1	6	-2	-8	1.7	-8
COc1ccccc1N(CC(=O)Nc1ccccc1C(F)(F)F)S(=O)(=O)c1cccs1	-3	2	-1	5	-2	-1	-0.8	-5
COc1ccc(CCNC(=O)C(=O)N/N=C/c2cccs2)cc1OC	-1	-5	-3	10	0	-3	0.1	-9
CC1CCCN(C(=O)c2ccc(S(=O)(=O)N3CCC(c4nc5ccccc5s4)CC3)cc2)C1 (stereo unspecified)	14	1	6	4	.	.	.	.
CC(C)n1cc(/C=C2/NC(=O)N(c3cccc(Cl)c3)C2=O)c2ccccc21	0	-3	1	-4	.	.	.	.
C[C@H]1CN([C@@H](C)CO)C(=O)c2cc(N(C)C)ccc2O[C@H]1CN(C)Cc1ccc2c(c1)OCO2	3	5	-1	-3	0	-4	5.0	0
CC(=O)N(C)C[C@H]1Oc2cc(C#CC3CCCC3)ccc2S(=O)(=O)N([C@@H](C)CO)C[C@H]1C	-6	3	2	8	2	2	0.5	-2
NC(=O)C1CCN(c2nc(-c3ccccc3C(F)(F)F)cs2)CC1	-1	-2	-2	68*	.	.	4.3	.
COc1ccc(CN(C)C[C@H]2Oc3c(NS(=O)(=O)c4ccccc4)cccc3C(=O)N([C@H](C)CO)C[C@H]2C)cc1	7	-2	-3	-2	.	0	0.8	15
COC(=O)C1CN(C(=O)COc2cc(C)c(Cl)c(C)c2)c2ccccc2O1 (stereo unspecified)	-7	-12	5	0	0	-2	0.0	-10
CN1c2ccc(C#Cc3cccnc3)cc2[C@H]2[C@H](CCN2S(=O)(=O)c2cccc(F)c2)[C@H]1CO	2	-8	1	3	-2	-1	-0.4	-33
CCOc1cc(C(=O)Nc2ccc(N3CCN(S(C)(=O)=O)CC3)cc2)cc(OCC)c1OCC	-12	-6	-7	-6	.	.	.	.
Cc1ccccc1OCC(=O)N(Cc1cccs1)C1CCS(=O)(=O)C1 (stereo unspecified)	-1	-4	0	0	.	.	.	.

An excerpt of these results, as a markdown table:
| molecule | RAD54 branch | ARNT TACC3 PPI | PglD DTNB | esBAF inh | Casp6 inh | ERp5 inh | E-sel inducer | RAD52 inh |
| --- | --- | --- | --- | --- | --- | --- | --- | --- |
| Clc1ccc2nc(-c3cccc(SC4CCCCC4)c3)c(NCc3ccccc3)n2c1 | -3 | 0 | -3 | 2 | -9 | -1 | 0.0 | -8 |
| Cc1ccc2c(Cl)cc(Cl)c(O)c2n1 | . | . | . | -22 | 0 | 1 | 0.0 | -5 |

(listing goes on)
SMILES	RAD54 branch	ARNT TACC3 PPI	PglD DTNB	esBAF inh	Casp6 inh	ERp5 inh	E-sel inducer	RAD52 inh
COc1ccccc1-c1ccc2c(c1)[C@@H]1[C@@H](CCN1C(=O)C1CCCCC1)[C@@H](CO)N2	16	19	-2	-18	1	1	.	-52
C[C@@H]1CN([C@@H](C)CO)C(=O)c2cc(C#Cc3cccnc3)cnc2O[C@H]1CN(C)C(=O)CC1CC1	-3	.	1	-8	4	0	-0.1	10
N=c1oc2ccccc2cc1C(=O)Nc1cccc(F)c1	2	-2	-6	-2	-1	1	.	-13
COc1ccc(NC(=O)N(C)C[C@H]2OCCCC[C@H](C)Oc3ccc(NS(=O)(=O)c4ccc(Cl)cc4)cc3C(=O)N([C@H](C)CO)C[C@@H]2C)cc1	-2	-4	3	7	2	0	1.3	5
Cc1cc(C(=O)CN2C(=O)NC3(CCCCC3C)C2=O)c(C)n1Cc1cccs1 (stereo unspecified)	-4	-3	-1	.	.	.	-0.3	.
CCc1nnc(N/N=C/c2ccc(N3CCC(C)CC3)c([N+](=O)[O-])c2)n1N	.	5	.	.	11	7	-1.5	-4
CCC1(CC)C(=O)NC(=S)N=C1N	-5	.	7	-6	0	0	0.0	-1
CC(C)Cc1nc2c(nnn2Cc2ccccc2F)c(=O)[nH]1	.	1	.	4	-1	-2	8.9	-63
C=CCn1c(SCC(=O)c2ccc(F)cc2)nnc1-c1ccc2c(c1)OCO2	.	5	.	.	1	-3	.	-10
COc1ccc(CCN(C)C(=O)CNC(=O)Cc2cccc3ccccc23)cc1OC	-3	-2	-4	.	-45	-2	-0.8	-12
CC(C)(C)OC(=O)N1C(=O)[C@](OC(=O)c2ccccc2)(c2ccc(F)cc2)c2ccccc21	.	.	.	.	-1	4	-0.1	-4
O=C(Nc1ccc([N+](=O)[O-])cc1)c1ccccc1F	-2	10	-6	.	-3	4	.	-4
Cc1c(C(=O)N2CCN(Cc3cccs3)CC2)oc2ccccc12	4	.	2	10	-7	1	.	-10
Nc1c2nc(-c3ccccc3Cl)[nH]c(=O)c2nc(=O)n1-c1ccccc1	.	3	.	4	4	0	-0.2	-7
CC=Cc1ccc2n(c1=O)C[C@H]1[C@H](CO)[C@@H](C(=O)NCC(F)(F)F)N(CCC)[C@@H]21 (mixture of isomers)	4	-1	-5	6	-7	-2	0.2	-18
